proCasp7 act: counter-screen: procaspase-7 (human) activation; AID 463210; recombinant procaspase-7, Ac-DEVD-pNA absorbance 405 nm; D23A/D198A/D206A triple mutant, cannot self-cleave; scale: DMSO 0, 5 µM enzyme 100; 0.093% of 330,000 active; activation, % at 8.5 µM;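 active = percent activation above the screen-wide mean plus 3 SD, cut at about 25% in these data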
Target sequence (P55210 whole entry D23A/D198A/D206A): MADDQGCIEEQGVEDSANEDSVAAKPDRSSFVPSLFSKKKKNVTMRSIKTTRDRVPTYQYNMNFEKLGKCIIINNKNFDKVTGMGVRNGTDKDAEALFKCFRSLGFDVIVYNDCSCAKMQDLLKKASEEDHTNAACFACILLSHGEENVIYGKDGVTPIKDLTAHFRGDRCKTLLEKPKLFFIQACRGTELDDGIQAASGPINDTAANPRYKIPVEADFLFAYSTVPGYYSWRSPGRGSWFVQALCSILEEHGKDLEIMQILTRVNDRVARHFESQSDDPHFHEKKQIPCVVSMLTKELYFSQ
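Assay system – Uncleavable procaspase-7 mutant enzyme · Quantity – 2 µM procaspase-7 mutant as dispensed · Times – 1 h preincubation, 2 h reaction · Dosing – single nominal 8.5 µM compound dose, 0.8% DMSO final · Buffer or medium – Zinc-free 50 mM HEPES buffer, pH 7.4, with NaCl and Triton X-100 · Detection – Epi-absorbance of released pNA at 405 nm, two timepoints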
proCasp3 act: activates human procaspase-3 | AID 463141 | recombinant procaspase-3 D3A, Ac-DEVD-pNA absorbance 405 nm | 0.11% of 330,000 active | P42574 | activation, % at 8.5 µM;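 active = activation above the mean of all tested compounds plus 3 SD, cut at about 21% in these data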;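 also: 0% = DMSO alone and 100% = DMSO wells spiked with extra 5 µM PC-3 D3A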
Target sequence (P42574 whole entry D9A/D28A/D175A): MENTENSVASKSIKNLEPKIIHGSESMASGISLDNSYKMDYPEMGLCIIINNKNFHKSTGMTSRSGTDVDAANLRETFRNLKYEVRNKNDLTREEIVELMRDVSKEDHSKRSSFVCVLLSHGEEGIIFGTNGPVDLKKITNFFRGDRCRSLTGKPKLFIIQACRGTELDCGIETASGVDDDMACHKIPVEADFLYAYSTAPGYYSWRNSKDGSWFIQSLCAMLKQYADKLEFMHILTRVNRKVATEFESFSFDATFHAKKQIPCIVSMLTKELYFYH
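assay system = Procaspase-3 D3A mutant | signal = absorbance at 405 nm, 0 and 120 min | times = 1 h preincubation plus 2 h reaction at 25 °C | repeats = single replicate | read-out = % activation between DMSO and enzyme-spiked controls | medium = Zinc-free HEPES saline buffer with Triton X-100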
JMJD2C inh: inhibitors of human GASC-1 (JMJD2C) demethylase. Q9H3R0. GST-JMJD2C(1-420) H3K9me3 demethylation, DELFIA europium. inhibition, % at 2.35 µM. 0.069% of 330,000 active. AID 2099;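 active = more than half of a compound's replicate wells show inhibition beyond 50%, single wells judged on their own value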;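 also: signal counts dimethyl H3K9 product captured on neutravidin plate; 0% = median of DMSO wells and 100% = 0.3 times that DMSO median; strong numbers were not always called active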
HCV core dimer: blocks dimerization of HCV core protein; 0.33% of 300,000 active; inhibition, % at 5 µM; TR-FRET GST/Flag-core106 dimerization, 1536-well;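 active = inhibition above the mean of all tested compounds plus 3 SD, set per screening campaign, cut at about 45% in these data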
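Assay system: tagged HCV core106 pair (GST and Flag); medium: KF-containing HEPES buffer, pH 7.45, DTT, CHAPS, BSA; also added: Eu donor and XL665 acceptor anti-tag antibodies; dosing: 5 µM single dose; timing: compound-protein-antibody incubation 4 h at 22.5 °C; signal: TR-FRET 671 and 617 nm emission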
CTSL1 counter: cathepsin L1 inhibition, PFM18AAP counter-screen; recombinant F. hepatica cathepsin L1, Z-Leu-Arg-MCA fluorescence; inhibition, % at 5.96 µM; 0.49% of 300,000 active;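 active = inhibition above the mean of all tested compounds plus 3 SD, set per screening campaign, cut at about 17% in these data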;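 also: 0% = plate median of test compound wells and 100% = 1 µM Z-Phe-Ala-diazomethylketone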
GRK2 inh: human GRK2 inhibition via aptamer displacement; AID 488847; 0.59% of 330,000 active; inhibition of aptamer binding, % at 10 µM; P25098; bead flow cytometry, FAM-aptamer displacement from GRK2;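 active = inhibition of aptamer binding above 40%, roughly 3 SD of noise, on plates passing a quality check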;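 also: median bead fluorescence of bound FAM aptamer so fluorescent compounds give negative values; no value below 0 was filed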
PP5 inh: blocks human protein phosphatase 5 activity; inhibition, % at 6.7 µM; purified PP5c, OMFP substrate fluorescence; 0.18% of 320,000 active; P53041; AID 1987;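 active = inhibition above the campaign's mean inhibition across all tested compounds plus 3 SD, cut at about 9.5% in these data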;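 also: 0% = DMSO only and 100% = 100 µM cantharidin control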
Target sequence (P53041 whole entry, looked up): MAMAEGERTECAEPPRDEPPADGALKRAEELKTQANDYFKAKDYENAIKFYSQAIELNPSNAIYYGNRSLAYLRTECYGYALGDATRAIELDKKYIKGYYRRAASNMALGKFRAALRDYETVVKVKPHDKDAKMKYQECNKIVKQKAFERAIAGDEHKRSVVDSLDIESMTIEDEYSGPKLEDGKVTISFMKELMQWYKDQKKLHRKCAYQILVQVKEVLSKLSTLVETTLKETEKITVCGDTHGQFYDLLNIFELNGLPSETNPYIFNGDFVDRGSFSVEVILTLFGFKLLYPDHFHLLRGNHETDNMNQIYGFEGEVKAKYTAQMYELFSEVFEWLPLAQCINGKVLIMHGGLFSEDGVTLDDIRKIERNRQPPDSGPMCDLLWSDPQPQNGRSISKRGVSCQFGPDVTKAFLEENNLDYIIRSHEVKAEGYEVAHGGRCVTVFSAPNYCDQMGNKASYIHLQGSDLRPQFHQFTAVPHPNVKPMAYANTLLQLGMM
VLA-4 inh: inhibition in a human VLA-4 binding assay | P13612 | inhibition, % (about 7 µM as worked out from the volumes in the protocol) | VLA-4 expressing cells, ligand binding flow cytometry | AID 2557 | 0.2% of 330,000 active; in the data active = inhibition above about 50%
PP1 inh: PP1-alpha (human) inhibition in PP5 counter-screen. purified PP1alpha, OMFP fluorescence. inhibition, % at 6.7 µM. 0.9% of 320,000 active;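 active = inhibition above the mean inhibition of all tested compounds plus 3 SD, computed separately for each screening campaign, cut at about 15% in these data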
Numbers without * were called inactive; i = inactive; x = not tested or not shown. No enrichment for hits. Share with any hit: about 2.6%.

item	molecule	proCasp7 act	proCasp3 act	JMJD2C inh	HCV core dimer	CTSL1 counter	GRK2 inh	PP5 inh	VLA-4 inh	PP1 inh
1	COc1cc(NC(=O)CC(C)C)ccc1NC(=O)c1ccco1	-2.0	-4.8	-3.3	0.1	-1.7	1.0	0.9	1.8	-0.4
2	C=CCSc1nnc(NC(=O)CSc2nc(CCC)cc(=O)[nH]2)s1	21.9	9.2	0.2	2.4	-1.0	0.0	1.7	8.2	0.5
3	O=[N+]([O-])c1cc(C(F)(F)F)cc([N+](=O)[O-])c1Sc1n[nH]c(C(F)(F)F)n1	-20.0	-15.2	4.2	-5.4	-3.6	0.0	4.1	6.1	-8.3
4	OC(COCc1ccc2c(c1)OCO2)CN1CCCCC1 (centres undefined)	-1.7	14.7	3.9	0.0	-2.2	0.0	1.8	37.0	-0.4
5	O=C(c1ccccc1-c1ccccc1)N1CCCCC1	7.4	2.2	1.7	-3.3	-1.2	0.0	-1.5	2.3	-3.3
6	O=C(CSc1ccccn1)Nc1ccc(N2CCOCC2)cc1	-5.4	-3.6	10.6	2.5	0.4	4.0	-0.5	12.3	0.8
7	CC1CCN(S(=O)(=O)c2ccc(Cl)s2)CC1	1.3	-5.2	x	x	x	0.0	x	3.7	x
8	Cc1ccc(-c2nc3ccccc3[nH]2)cc1NC(=S)NC(=O)c1ccccc1Br	-6.2	3.0	-4.0	16.5	-1.6	0.0	1.4	0.6	2.5
9	O=C(Cc1ccc(S(=O)(=O)N2CCCCC2)s1)Nc1ccc(F)c(F)c1	-3.9	10.8	-3.2	-2.5	-0.5	0.0	5.3	-4.9	1.4
10	O=C(NCc1ccc(Cl)cc1)C1CCN(c2cnccn2)CC1	13.6	1.3	5.9	-3.4	6.4	5.0	-1.3	-0.1	0.2
11	CCCc1cc(=O)oc2c(C)c(OC(C)C(=O)NCC(O)c3ccccc3)ccc12 (centres undefined)	9.0	-1.5	42.1	1.2	0.8	0.0	-0.5	7.8	-3.3
12	COc1cc(Cl)ccc1OCc1cc(C(=O)N2CCN(c3ccccn3)CC2)no1	-1.9	3.2	12.3	1.8	-1.0	7.0	0.5	9.6	1.2
13	O=C(Nc1nc(-c2ccncc2)cs1)C1c2ccccc2Oc2ccccc21	-0.8	-2.1	11.2	22.2	4.2	0.0	2.3	-9.5	13.1
14	CN1CCCC(n2nc(Cc3ccc(Cl)cc3)c3ccccc3c2=O)CC1 (centres undefined)	-5.3	-1.2	-23.4	-15.7	0.9	0.0	3.8	9.2	-2.6
15	Cc1ccccc1NC(=S)N(Cc1ccco1)C(C)c1ccccn1 (centres undefined)	14.2	1.3	11.7	0.1	-3.9	1.0	-1.0	0.8	-2.2
16	CC(=O)c1cc2c(s1)-c1cc(F)ccc1OC2	4.6	-2.6	1.1	5.3	-0.9	2.0	0.5	-3.8	-2.0
17	COc1ccc(C(=O)OCC(=O)NC(=O)NCc2ccccc2)cc1[N+](=O)[O-]	-4.8	1.1	10.8	x	x	0.0	1.1	-16.1	4.7
18	O=S(=O)(Nc1cnc2ccccc2c1)N1CCCCCC1	2.3	4.4	-0.2	-2.1	-0.7	0.0	0.6	7.1	-2.4
19	COc1ccc([C@H]2CC(=O)C=C(c3ccc4ncccc4c3)C2)cc1	2.9	5.7	-1.7	x	x	0.0	0.8	-0.3	1.9
20	Cc1ccc(Oc2nn[nH]n2)cc1	-11.9	4.5	-1.0	1.7	11.1	x	-1.1	-12.9	-9.9
21	O=C(N/N=C/c1ccc(N2CCOCC2)cc1)c1cccs1	4.0	5.4	1.6	-0.8	4.7	30.0	0.1	-7.5	-0.5
22	COc1cccc(C(=O)NCC(=O)n2nc(C)cc2C)c1	4.2	-1.5	2.4	-3.7	-5.9	0.0	0.7	i	-5.7
23	CCOc1ccc(C2NC(=O)c3ccccc3O2)cc1OCC (centres undefined)	4.5	-1.7	-6.0	-2.0	-0.4	0.0	1.9	6.5	-2.2
24	COC(=O)c1ccccc1S(=O)(=O)Oc1ccc(-c2ccc(C(=O)O)cc2)cc1	-0.6	10.7	-4.8	5.8	3.1	1.0	4.8	1.8	0.0
25	CC(C)(C)NC(=O)C(c1ccccc1F)N(Cc1ccco1)C(=O)c1csnn1 (centres undefined)	2.7	-1.4	0.1	-0.3	3.4	0.0	-0.6	14.0	4.4
26	NNC(=O)c1ccc(Cn2cc(Br)cn2)o1	5.7	-11.7	-1.1	0.4	0.1	1.0	1.3	8.7	-3.5
27	Cc1cccc(-c2nnc(SCC(=O)O)n2Cc2ccccc2)c1	4.9	0.7	14.2	8.4	2.5	0.0	-0.3	-9.4	2.9
28	CC(C)[C@H](NC(=O)OCc1ccccc1)C(=O)OCC(=O)Nc1ccc(N2CCOCC2)cc1	-8.6	0.8	71.2	-1.1	-14.6	0.0	0.7	-3.4	-0.7
29	O=C(Nc1cccc2cccnc12)c1cccc2ccccc12	-0.1	-1.3	x	8.7	-1.6	0.0	2.8	-2.5	5.9
30	O=C1N=C(N2CCN(Cc3ccccc3)CC2)S/C1=C/c1cccs1	2.6	4.1	-7.2	6.2	-1.7	1.0	2.8	-1.1	-3.8
31	CCOc1cccc(-c2nnc3sc(C4CCCCC4)nn23)c1	6.5	4.0	-12.8	6.6	2.2	4.0	0.7	-11.2	3.7
32	COc1ccccc1CNC(=O)CN1C(=O)NC2(CCCc3ccccc32)C1=O (centres undefined)	1.8	11.2	11.9	x	x	5.0	-0.6	-6.1	-0.6
33	COc1ccc([N+](=O)[O-])cc1NC(=O)C(C)OC(=O)c1ccccn1 (centres undefined)	15.4	-0.5	-1.3	-3.1	-18.7	0.0	1.3	11.4	2.9
34	Cc1nnc(-c2ccccc2)c(=O)n1/N=C/c1c(O)ccc2ccccc12	-7.9	-10.2	-12.5	5.5	9.3	0.0	2.3	-17.8	0.1
35	CCCC(=O)N1CCCC(C(=O)c2cccc(OC(C)C)c2)C1 (centres undefined)	6.6	-6.1	8.4	-13.6	-0.9	5.0	1.4	-8.8	0.0
36	O=C(Nc1ccc2ccccc2c1)c1cc(F)c(F)cc1Cl	5.5	2.1	-6.7	-2.8	0.0	0.0	5.8	10.0	-0.6
37	Cc1nn(C(CC(=O)O)C(=O)O)c(C)c1Br (centres undefined)	-4.5	4.4	-0.3	-9.6	0.3	1.0	1.4	-7.7	-1.7
38	CC1CC(=O)C2=C(C1)Nc1ccccc1N=C2 (centres undefined)	0.9	-2.9	-12.4	-1.6	-0.1	1.0	0.2	8.6	-4.3
39	Cc1ccc(CNC(=O)CN(C)C2=NS(=O)(=O)c3ccccc32)cc1	-5.0	-5.6	3.1	x	x	10.0	0.4	-11.4	-0.5
40	Cc1nonc1OCCN1CCN(c2ccc([N+](=O)[O-])cc2)CC1	4.3	-9.5	4.9	0.3	3.0	0.0	0.3	2.4	-8.5
41	CSC(=S)N/N=C/c1c[nH]c2ccccc12	-11.3	-17.0	-10.8	-4.5	11.8	2.0	4.0	10.1	-0.7
42	O=S(=O)(Nc1nc2ccccc2nc1NCC1CCCO1)c1cccc(Cl)c1 (centres undefined)	4.2	1.7	2.5	8.5	3.6	0.0	-1.6	-0.4	0.1
43	O=C(NCC(=O)N1CCN(S(=O)(=O)c2ccccc2C(F)(F)F)CC1)c1sc2ccccc2c1Cl	13.4	1.6	0.2	0.3	-16.0	1.0	-0.7	12.7	-3.5
44	Oc1ccc(-c2nccc(-c3ccc(Br)cc3)n2)cc1	13.2	-2.5	-10.2	1.7	-0.6	6.0	2.4	0.6	1.2
45	O=C(c1ccc2c(c1)OCCO2)C1CCN(C(=O)c2ccc(F)cc2)CC1	6.5	3.2	12.3	-3.0	4.5	0.0	2.2	-6.1	-5.2
46	CC1CCCCC1NC(=O)COCc1cc(-c2cccs2)on1 (centres undefined)	-1.0	9.5	4.1	8.8	-1.6	3.0	1.6	6.4	-1.0
47	CCOc1ccc(N2CC(C(=O)Nc3ccc(S(=O)(=O)NCC4CCCO4)cc3)CC2=O)cc1 (centres undefined)	2.7	10.3	-0.7	11.3	1.8	1.0	-1.5	10.7	-0.5
48	COC(=O)Cn1c2[n+](c3ccccc31)CC(O)CS2 (centres undefined)	-17.1	5.5	x	0.0	4.4	0.0	-0.9	-4.2	8.4
49	COc1ccc(C(=O)N/N=C/c2ccccc2OC(=O)c2ccccc2)cc1	-11.7	-1.2	3.3	8.9	4.1	2.0	5.4	2.0	2.7
50	Cc1cccc2sc(NC(=O)CCNS(=O)(=O)c3cccc4nonc34)nc12	-2.4	-1.4	-0.1	-0.2	1.7	4.0	4.5	-21.9	1.0

Next part.
item	molecule	proCasp7 act	proCasp3 act	JMJD2C inh	HCV core dimer	CTSL1 counter	GRK2 inh	PP5 inh	VLA-4 inh	PP1 inh
51	CC(C)N1CCc2c(sc(NC(=O)Cc3ccccc3)c2C#N)C1	-0.5	-7.2	-15.1	-2.8	1.6	3.0	0.8	16.8	-0.8
52	CC1=CCC(C(=O)O)(C(=O)N/N=C/c2cccs2)C(c2ccc(F)cc2)C1 (centres undefined)	-5.2	-4.8	-22.0	-4.2	8.1	0.0	-0.6	4.5	1.1
53	O=C(NCCC1=CCCCC1)c1cc(S(=O)(=O)N2CCOCC2)c(Cl)cc1Cl	1.0	-10.8	5.6	1.9	-2.6	2.0	-1.8	-14.4	-2.3
54	CNC(C)C#Cc1ccc2sc3cc(OC)c(OC)cc3c(=O)c2c1 (centres undefined)	-7.5	-1.7	4.7	0.4	-2.2	0.0	2.0	-7.3	7.1
55	[N-]=[N+]=CC(=O)C(Cc1ccccc1)N1C(=O)c2ccccc2C1=O (centres undefined)	0.1	5.2	-1.2	10.5	25.7*	0.0	2.3	10.6	-1.4
56	O=C(Nc1nnc(Cc2ccccc2F)s1)c1ccccc1Cl	6.2	8.1	-9.5	-4.2	-0.5	0.0	1.3	7.8	0.8
57	COC(=O)Cn1c(=O)cnc2ccccc21	-7.2	4.7	2.8	-1.7	1.7	0.0	-2.9	6.7	-3.9
58	CCOC(=O)CC(N)c1ccc2c(c1)OCO2 (centres undefined)	7.5	-2.1	5.2	-1.4	-2.1	0.0	1.6	2.7	-5.8
59	CCOC(=O)C1C(=O)CC(C)(O)C(C(=O)OCC)C1c1cccc(OC)c1 (centres undefined)	10.9	-7.3	-1.1	-9.1	-2.3	0.0	1.3	3.0	1.0

Molecules shown so far that contain a CF3 group (2):
item	molecule	proCasp7 act	proCasp3 act	JMJD2C inh	HCV core dimer	CTSL1 counter	GRK2 inh	PP5 inh	VLA-4 inh	PP1 inh
3	O=[N+]([O-])c1cc(C(F)(F)F)cc([N+](=O)[O-])c1Sc1n[nH]c(C(F)(F)F)n1	-20.0	-15.2	4.2	-5.4	-3.6	0.0	4.1	6.1	-8.3
43	O=C(NCC(=O)N1CCN(S(=O)(=O)c2ccccc2C(F)(F)F)CC1)c1sc2ccccc2c1Cl	13.4	1.6	0.2	0.3	-16.0	1.0	-0.7	12.7	-3.5
